Luc counter: Kinase-Glo luciferase inhibition (counter-screen). Q27757. Kinase-Glo luciferase, ATP luminescence, 8 min. Potency, µM (titrated, usually from 38.3 µM), for the others: at the highest dose activity change, negative = inhibition, actives largely listed as inhibitors. 200,000 compounds, 0.28% hits. AID 1379; further: potency means the concentration at half of the fitted maximal effect; on the % scale 0 is the no-effect control and ±100 the full control effect; nearly all actives have a fitted effect of over 60% in size
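Kinase-Glo luciferase light output from ATP and luciferin was measured with 10 uM ATP, within the enzyme's linear range. Buffer: 50 mM imidazole pH 7.2, 50 mM KCl, 7 mM MgCl2, 0.01% Tween 20, 0.05% BSA; luminescence read after 8 min at ambient temperature.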
NPSR antag: antagonists of human neuropeptide S receptor cAMP signaling | Potency, µM (top dose mostly 38.3 µM), without a hit: at the top dose activity change, negative = inhibition, actives largely listed as inhibitors | 220,000 compounds, 1% hits | CHO-NPSR cells, cAMP TR-FRET, antagonist mode | Q6W5P4; further: potency means the concentration at half of the fitted maximal effect; on the % scale 0 is the no-effect control and ±100 the full control effect; nearly all actives have a fitted effect of over 50% in size; many of its hits are not listed in these tables
IMPase Li inh: IMPase inhibition in cells with lithium potentiation; CHO-M1 cells, IP1 TR-FRET (IP-One), carbachol + lithium; Potency, µM (titrated, usually from 59.4 µM), for inactives: at the top dose activity, negative = IMPase inhibition, actives largely listed as inhibitors; 210,000 compounds, 0.35% hits; AID 1457;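 further: IP1 builds up when IMPase is blocked and the TR-FRET signal falls; potency means the concentration at half of the fitted maximal effect; plate controls were basal vehicle for no effect and high inhibitor control for full effect; nearly all actives have a fitted effect of over 50% in size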
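Readout is a homogeneous TR-FRET IP1 immunoassay (Ex 320, Em 665 and 620), where raised cytosolic IP1 lowers signal. Cells were CHO-M1 treated 30 min at 37C with test compounds plus a little lithium; AC50 values came from Hill-equation fitting.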
Epigenetic reg: regulators of epigenetic silencing causing reporter derepression in mouse cells. murine LDR cells, GFP reporter derepression, 30 h. Potency, µM (top dose mostly 53.9 µM), inactives show at the highest dose GFP activation, most hits filed as activators. 280,000 compounds, 0.2% hits. AID 1865; further: potency means the concentration at half of the fitted maximal effect; % of control where 0% means no effect; nearly all actives have a fitted effect of over 60% in size
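GFP-positive cell count by laser-scanning cytometry (objects 20–120 um) after 30 h, 37 C compound exposure of murine LDR cells; reporter is CMV-GFP integrated at a silenced locus, inducible by HDAC or DNMT inhibitors.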
L3MBTL1 inh: inhibitors of human L3MBTL1; AlphaScreen L3MBTL1–H3K9me1 peptide binding; Potency, µM (highest dose often 57.1 µM), without a hit: top-dose activity, negative = inhibition, actives largely listed as inhibitors; Q9Y468; 230,000 compounds, 0.66% hits; further: potency means the concentration at half of the fitted maximal effect; on the % scale 0 is the no-effect control and ±100 the full control effect; nearly all actives have a fitted effect of over 60% in size
Target sequence (Q9Y468 whole entry, looked up): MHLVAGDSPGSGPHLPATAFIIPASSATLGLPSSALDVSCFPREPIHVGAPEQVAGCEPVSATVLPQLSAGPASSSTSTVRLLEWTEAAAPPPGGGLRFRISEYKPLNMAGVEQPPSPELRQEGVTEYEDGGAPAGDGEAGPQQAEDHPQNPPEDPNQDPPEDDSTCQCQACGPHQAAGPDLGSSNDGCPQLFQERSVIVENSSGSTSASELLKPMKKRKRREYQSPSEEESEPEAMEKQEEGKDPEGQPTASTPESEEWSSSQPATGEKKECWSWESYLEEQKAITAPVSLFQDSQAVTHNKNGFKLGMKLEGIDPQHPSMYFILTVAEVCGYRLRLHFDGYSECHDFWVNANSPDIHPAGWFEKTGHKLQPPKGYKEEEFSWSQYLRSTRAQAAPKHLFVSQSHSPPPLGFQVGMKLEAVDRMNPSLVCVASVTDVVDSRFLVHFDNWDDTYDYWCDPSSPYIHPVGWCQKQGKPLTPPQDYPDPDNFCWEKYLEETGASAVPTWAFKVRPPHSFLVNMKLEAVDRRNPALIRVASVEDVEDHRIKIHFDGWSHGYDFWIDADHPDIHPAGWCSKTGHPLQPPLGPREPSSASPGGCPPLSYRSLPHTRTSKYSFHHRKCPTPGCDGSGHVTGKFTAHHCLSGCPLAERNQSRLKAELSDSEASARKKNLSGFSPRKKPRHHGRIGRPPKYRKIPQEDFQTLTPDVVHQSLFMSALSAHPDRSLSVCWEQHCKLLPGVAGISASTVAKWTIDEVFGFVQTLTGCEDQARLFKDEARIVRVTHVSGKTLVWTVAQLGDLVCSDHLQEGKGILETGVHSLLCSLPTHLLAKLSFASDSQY
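Displacement of a biotinylated histone H3(1-15) peptide monomethylated at Lys9 (75 nM) from L3MBTL1 (50 nM) was measured by AlphaScreen after a 30 min room-temperature compound incubation; cefsulodin titration served as intraplate control.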
CBFb-RUNX1 inh: blocks binding between human CBF-beta and RUNX1; AlphaScreen CBFb-His/RUNX1-biotin binding, biochemical; Potency, µM (titrated, usually from 59.8 µM), inactives show top-dose activity, negative = inhibition, actives largely listed as inhibitors; 230,000 tested, under 10 active; AID 1477; further: % of control where 0% means no effect
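CBF-beta (His) and RUNX1 (biotin), 30 nM each; 20 min preassociation; + compound, 15 min; + beads 50 ng each (Ni, streptavidin), 90 min; RT; AlphaScreen read.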
HTT aggregate: reduces HttQ103-GFP aggregates in PC12 cells; PC12 HttQ103-GFP aggregates, Acumen cytometry, 40 h; Potency, µM (highest dose often 46.1 µM), for inactives: at the top dose activity change, negative = inhibition, most hits filed as inhibitors; 220,000 compounds, 1.1% hits; AID 1688; further: potency means the concentration at half of the fitted maximal effect; on the % scale 0 is the no-effect control and ±100 the full control effect; nearly all actives have a fitted effect of over 60% in size
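PC12 cells stably carrying ecdysone-inducible HTT exon 1 Q103–GFP were induced with tebufenozide (100 nM final) and treated with library compounds in titration. GFP aggregates in lysates were counted by laser scanning cytometry.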
Numbers without * were called inactive; ? = inconclusive; . = not tested or not shown; & = joins results of further samples; [ ] = another dose, or the depositor's remark. The call rests on the fitted dose curve; in most records, active means well fitted curve in the direction sought with a large enough effect; inconclusive means small, poorly fitted or top-dose-only effect, or another doubt; inactive means no such curve, though single readings can be large; an effect the other way counts as inactive or inconclusive.

SMILES	Luc counter	NPSR antag	IMPase Li inh	Epigenetic reg	L3MBTL1 inh	CBFb-RUNX1 inh	HTT aggregate
COc1cccc(NC(=S)NN=C2CCC(C(C)(C)C)CC2)c1 (stereo unspecified)	0.1%	-38.3%	24.5%	-1.3%	-11.2%	-12.0%	-4.8%
CC(=O)Nc1ccc(NC(=O)CSc2ccc(C)cc2)cc1	-1.4%	-5.5%[46.1 µM]	19.2%[38.3 µM]	0.0%	.	0.5%	-0.6%
O=C(Nc1nc2c(s1)CCCC2)c1ccc(Br)o1	-26.9%	-21.5%[46.1 µM]	-2.3%[38.3 µM]	-4.3%	-5.6%	-1.7%	-10.3%
COc1ccc(OCCSc2nnc3sc4ccccc4n23)cc1	-0.6%	-24.4%[46.1 µM]	-6.0%[38.3 µM]	-1.2%	-2.8%	-10.4%	?
O=C(O)CC1(CC(=O)Nc2ccccc2N2CCOCC2)CCCC1	.	3.3%	.	-0.1%	8.8%	3.4%	-0.6%[9.22 µM]
Cc1ccc(NS(=O)(=O)c2ccc(NC(=O)C(C)Sc3ccc(Cl)cc3)cc2)c(C)c1 (stereo unspecified)	-1.7%	?	-0.1%	1.5%	-1.2%	-9.2%	?
NS(=O)(=O)c1ccc(CNS(=O)(=O)c2ccc(Cl)nc2)cc1	-4.9%	13.0%	5.9%	-0.6%	5.2%	13.2%	-0.9%
CCCCn1c(SCC(=O)c2ccc(OC)c(OC)c2)nc2cc(S(N)(=O)=O)ccc21	-1.2%	-15.7%[46.1 µM]	?	-1.0%	.	-9.0%	22.8%[9.22 µM]
Cc1ccc(C(=O)Nc2ccc(C)c(S(=O)(=O)N(C)C)c2)s1	1.4%	11.1%	-0.9%	0.0%	5.1%	-2.4%	-13.6%
COC(=O)C1=C(C)OC(N)=C(C#N)C1c1cc(OC)c(OCC(N)=O)cc1Cl (stereo unspecified)	-2.2%	-4.2%[46.1 µM]	-4.5%[38.3 µM]	-2.8%	-4.2%	-15.7%	-7.2%
O=c1[nH]c2cnccc2n1-c1ccccc1	1.0%	-2.2%[7.67 µM]	9.6%[38.3 µM]	0.8%	4.8%	2.6%	3.5%
Cc1nc2ccccc2n1C(=O)N1CCOCC1	2.3%	20.4%[46.1 µM]	-1.1%	-0.8%	1.7%	-3.9%	-9.2%
O=C1Nc2ccc(Br)cc2/C1=C/C(=O)c1ccc2c(c1)OCO2	.	?	.	1.1%	-26.3%	-6.8%	6.6%[9.22 µM]
CC1CN(S(=O)(=O)c2cccc(C(=O)Nc3ccc(S(=O)(=O)Nc4ncccn4)cc3)c2)CC(C)O1 (stereo unspecified)	.	20.6%	6.1%	-1.3%	.	-0.2%	-9.3%
Cc1cc(C)n(-c2ccc(Cl)c(C(=O)Nc3cc(C(F)(F)F)ccc3Cl)n2)n1	0.9%	-26.7%	2.6%	-3.2%	9.4%	5.1%	-4.0%
CC(C)CC(=O)NC(=S)Nc1ccc(S(=O)(=O)Nc2nccs2)cc1	-2.2%	-15.3%	-1.4%	-1.3%	-3.0%	9.3%	21.6%
COc1ccc(S(=O)(=O)N2CCOCC2)cc1NC(=O)Cc1ccc(Cl)c(Cl)c1	-1.9%	3.8%	8.8%	0.3%	-8.0%	-5.6%	-0.7%
COc1cc(/C=N/O)cc(Br)c1OS(=O)(=O)c1ccc(C)cc1	-0.8%	-27.0%[46.1 µM]	36.3%[activator][38.3 µM]	-2.2%	-8.2%	-5.2%	?
CC(C)(C)OC(=O)NCCc1nnc(SCC(N)=O)o1	.	3.0%[46.1 µM]	.	-5.3%	-11.7%	-0.3%	3.0%
Cc1nn(C)c(Oc2cccc(C(F)(F)F)c2)c1C#N	5.2%	11.0%	1.9%	-4.0%	4.9%	16.9%	1.4%
COc1ccc2c(c1)[nH]c1c(=O)n(CCN3CCCC3)cnc12	-5.7%	-6.6%[46.1 µM]	15.8%[38.3 µM]	1.0%	.	6.5%	-12.2%
CCOC(=O)CNC(=S)N(CCCN1CCCCC1)Cc1cccs1	-1.5%	3.1%	9.3%	-2.0%	.	4.6%	-8.8%
O=C(CN1C(=O)CC(c2ccccc2)=Nc2ccccc21)NCc1ccccc1	3.6%	-24.8%	4.8%	-1.0%	-18.4%	-3.2%	-3.1%
COc1cccc(CC2(CO)CCCN(Cc3ccccc3-c3ccco3)C2)c1 (stereo unspecified)	-1.6%	12.7%	19.9%	-2.9%	-20.9%	-0.5%	7.7%[9.22 µM]
CC(=O)c1ccc(S(=O)(=O)N2Cc3ccccc3CC2C(=O)O)cc1 (stereo unspecified)	.	-6.9%	.	0.1%	?	-29.3%	-5.0%[9.22 µM]
CCCCCN(C(=O)NC(=O)Nc1ccccc1C)S(=O)(=O)c1ccccc1	3.0%	-5.5%[46.1 µM]	5.0%	0.0%	12.2%	9.4%	-19.2%
CC1=NN(c2ccc([N+](=O)[O-])cc2)C(=O)C1[N+](=O)[O-] (stereo unspecified)	?	.	14.7%	-0.3%	.	2.6%	.
COc1ccc(-c2csc(Nc3ccc(C)cn3)n2)cc1	-1.8%	-11.6%	-0.9%	-1.1%	1.0%	0.3%	21.8%[9.22 µM]
CSC1=NC2(CCCCC2)C2=C(CCCC2)N1	3.1%	-26.6%[46.1 µM]	0.5%[38.3 µM]	-0.1%	1.3%	11.7%	11.4%
CC(C)CC(=O)Nc1ccc(-c2nc3ccccc3c(=O)[nH]2)cc1	-7.7%	4.2%	7.1%	1.1%	-5.7%	12.0%	-7.6%
CCC1=C(OC(=O)N(CC)CC)N2C(=O)OC(=NCCc3c[nH]c4ccccc34)[C@]2(C)[C@H]2C1=CC[C@H]1C(=O)NC(=O)[C@H]12	-0.5%	-1.1%	0.8%	7.5%&-2.3%	.	-9.3%&-26.0%	13.2%[9.22 µM]
COc1ccc(CC(=O)Nc2ccc(-c3cn4cccc(C)c4n3)cc2)cc1OC	0.5%	-23.9%[46.1 µM]	2.2%[38.3 µM]	0.0%	.	-12.0%	-16.9%
CN1CCN(CC(=O)Nc2nc3c(s2)CCCC3)CC1	.	6.5%	.	1.1%	.	16.9%	15.7%[9.22 µM]
Cc1nc(NCc2ccco2)[nH]c(=O)c1CCC(C)C	-0.6%	-10.9%[46.1 µM]	12.1%[38.3 µM]	-0.8%	-2.1%	3.6%	-3.8%
O=C(CSc1nc2[nH]ncc2c(=O)[nH]1)NCCc1ccccc1	0.2%	21.2%	0.9%	-3.7%	.	-1.1%	-5.3%
CCC(CC)NC(=O)CCCSc1nc2ccccc2[nH]1	1.9%	10.9%	-4.2%	-3.2%	-6.7%	4.3%	-6.9%
O=C(C1=C[C@@H](c2ccc(C(F)(F)F)cc2)C[C@@H](OCc2ccc(CO)cc2)O1)N1CCN(Cc2ccc3c(c2)OCO3)CC1	.	?	5.7%	1.2%	-23.4%	12.6%	10.1%[9.22 µM]
COc1cc(NC(=O)C/C(C)=N/NC(=O)C(=O)NCCO)c(OC)cc1Cl	.	17.8%	.	1.1%	12.4%	-2.0%	-8.7%[9.22 µM]
O=C1CN(C(=O)COC(=O)c2cccnc2Cl)c2ccccc2N1	0.5%	2.7%	0.4%	-1.4%	3.5%	2.0%	-7.6%
C/C(Cc1ccccc1)=N/NC(=O)CNC(=O)C(c1ccccc1)c1ccccc1	.	?	.	2.5%	15.3%	-2.8%	-15.8%[9.22 µM]
CC1(C)OC(=O)N(CCc2ccccc2)C1(C)O (stereo unspecified)	-1.8%	-0.6%[46.1 µM]	39.8%[activator][38.3 µM]	0.0%	7.2%	4.3%	-4.0%
O=C(Cc1ccc(-n2cccc2)cc1)NCc1cccs1	.	10.2%[46.1 µM]	.	-1.1%	-9.2%	-15.3%	0.9%
Cc1ccccc1-c1nc(CN2CCC(C(=O)NCCC3=CCCCC3)CC2)c(C)o1	-3.8%	?	17.8%[38.3 µM]	0.0%	17.1%	-0.3%	?
NC(=S)Nn1c(CCC(=O)O)ccc1-c1ccccc1	3.1%	-1.1%[46.1 µM]	-4.7%	1.3%	-4.8%	-1.1%	-3.1%
Cc1cc2c3c(c1)C1(C(=O)N3C(C)(C)CC2C)C(C#N)=C(N)Oc2cc(O)ccc21 (stereo unspecified)	0.1%	?	-1.0%[38.3 µM]	-1.0%	-10.2%	-4.9%	22.3%
COc1ccc(C(=O)O)c(OC)n1	.	34.1%	.	2.7%	18.6%	15.0%	-11.2%[9.22 µM]
O=C(COC(=O)c1ccccc1)NCCC1=CCCCC1	1.3%	10.1%	5.7%	-2.8%	15.0%	-4.2%	6.3%
CC(C)CC1NC(=O)N(CC(=O)N2CCN(S(=O)(=O)c3ccccc3)CC2)C1=O (stereo unspecified)	-5.7%	-7.2%[46.1 µM]	-14.4%[38.3 µM]	-2.0%	-1.8%	8.7%	-16.2%

Single records, as listed above:
O=C1CN(C(=O)COC(=O)c2cccnc2Cl)c2ccccc2N1 is listed as Luc counter = 0.5%; NPSR antag = 2.7%; IMPase Li inh = 0.4%; Epigenetic reg = -1.4%; L3MBTL1 inh = 3.5%; CBFb-RUNX1 inh = 2.0%; HTT aggregate = -7.6%
C/C(Cc1ccccc1)=N/NC(=O)CNC(=O)C(c1ccccc1)c1ccccc1 is listed as Luc counter = .; NPSR antag = ?; IMPase Li inh = .; Epigenetic reg = 2.5%; L3MBTL1 inh = 15.3%; CBFb-RUNX1 inh = -2.8%; HTT aggregate = -15.8%[9.22 µM]

Some of the entries so far, field by field:
CN1CCN(CC(=O)Nc2nc3c(s2)CCCC3)CC1
  Luc counter = .
  NPSR antag = 6.5%
  IMPase Li inh = .
  Epigenetic reg = 1.1%
  L3MBTL1 inh = .
  CBFb-RUNX1 inh = 16.9%
  HTT aggregate = 15.7%[9.22 µM]
Cc1nc(NCc2ccco2)[nH]c(=O)c1CCC(C)C
  Luc counter = -0.6%
  NPSR antag = -10.9%[46.1 µM]
  IMPase Li inh = 12.1%[38.3 µM]
  Epigenetic reg = -0.8%
  L3MBTL1 inh = -2.1%
  CBFb-RUNX1 inh = 3.6%
  HTT aggregate = -3.8%
O=C(CSc1nc2[nH]ncc2c(=O)[nH]1)NCCc1ccccc1
  Luc counter = 0.2%
  NPSR antag = 21.2%
  IMPase Li inh = 0.9%
  Epigenetic reg = -3.7%
  L3MBTL1 inh = .
  CBFb-RUNX1 inh = -1.1%
  HTT aggregate = -5.3%

A portion of the library; the hit share may differ from the screen's.
